Screens (PubChem)
Mdm2 MdmX PPI: inhibitors of human Mdm2/MdmX interaction. O15151+Q00987. SaOS-2 split-luciferase Mdm2/MdmX complementation, luminescence. inhibition, % at 8 µM. hit rate 3% among 330,000. AID 485346;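 active = inhibition of at least 50% at 8 µM in the primary screen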
UPR CHOP act: apoptotic UPR (CHOP) activation | CHO-CHOP luciferase reporter, luminescence; percent of tunicamycin response over DMSO baseline | AID 449763 | activation, % at 10 µM | hit rate 0.34% among 330,000;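 active = at 10 µM dose, activation of 40% or more, normalized to positive control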;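 also: 100% = tunicamycin at 10 µg/mL and 0% = DMSO alone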
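Material: CHO-CHOP cells, stable luciferase reporter of PERK-eIF2a-CHOP signalling; quantity: 500 reporter cells seeded per well; buffer or medium: F12 medium containing 10% fetal bovine serum; compound: one dose, 10 µM in 0.5% DMSO; incubation: 6 h compound treatment, 37 °C; measured by: Steady-Glo luciferase luminescence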
APJ agonist: activates the human apelin receptor APJ; activation, % at 20 µM; AID 2520; P35414; hit rate 0.11% among 330,000; CHO-K1 APJ PathHunter beta-arrestin, luminescence; 0% DMSO wells, 100% apelin;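 active = activation more than six SD over the plate average, tested at 20 µM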;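 also: 0% = DMSO alone and 100% = apelin-13 at 10 nM; some results filed as inactive read as strong as hits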
Target sequence (P35414 whole entry, looked up): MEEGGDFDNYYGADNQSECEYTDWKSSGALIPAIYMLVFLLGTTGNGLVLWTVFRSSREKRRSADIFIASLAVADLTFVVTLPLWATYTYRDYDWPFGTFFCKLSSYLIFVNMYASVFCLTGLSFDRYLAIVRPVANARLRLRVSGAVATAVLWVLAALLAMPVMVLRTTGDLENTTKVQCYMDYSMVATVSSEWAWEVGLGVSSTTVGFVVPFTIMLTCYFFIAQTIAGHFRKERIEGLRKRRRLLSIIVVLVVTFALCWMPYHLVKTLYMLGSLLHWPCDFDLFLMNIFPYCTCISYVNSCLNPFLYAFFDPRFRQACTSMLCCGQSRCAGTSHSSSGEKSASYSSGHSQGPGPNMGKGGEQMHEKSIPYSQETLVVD
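Incubation: overnight seeding, 90 min compound at 25 °C, 1 h detection; test system: PathHunter CHO-K1 APJ (AGTRL-1) beta-arrestin reporter cells; amount: 1000 cells/well; doses: one dose, 20 µM compound, 1% DMSO; measured by: beta-gal luminescence; measure: agonist-driven arrestin binding to APJ; benchmarks: negative DMSO alone, positive Apelin-13 at 10 nM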
UPR XBP1 act: adaptive UPR (XBP1) activation; CHO-XBP1 luciferase reporter, IRE1-XBP1 UPR activation, luminescence; percent of tunicamycin response, DMSO as zero; activation, % at 20 µM; hit rate 0.33% among 330,000; AID 463104;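 active = versus positive control, 20 µM dose yields 30% or more activation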;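 also: 100% = tunicamycin at 10 µg/mL and 0% = DMSO only wells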
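Material: CHO cell line with stable XBP1 luciferase reporter; schedule: 16-18 h cell attachment at 37 °C, then 6 h compound exposure; signal: glow luminescence from Steady-Glo reagent; medium: serum-containing F12 medium, 10% FBS; benchmarks: tunicamycin 10 µg/mL and vehicle-only wells; read-out: percent activation relative to tunicamycin reference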
APJ antagonist: APJ receptor antagonism; CHO-K1 APJ beta-arrestin complementation, luminescence; AID 2521; inhibition, % at 20 µM; hit rate 0.32% among 330,000;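 active = inhibition above about 40% at 20 µM, limit read from the data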;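 also: cells challenged with 10 nM apelin-13 agonist together with compound; plate controls were apelin-13 plus DMSO wells for no effect and DMSO wells lacking apelin-13 for full effect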
tim23-1 inh: inhibits growth of tim23-1 mutant yeast; hit rate 1.3% among 330,000; inhibition, % at 20 µM; S. cerevisiae tim23-1 growth, BacTiter-Glo luminescence, 24 h; AID 463212;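 active = growth inhibition of the mutant yeast at or above 50%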;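 also: temperature-sensitive mutant grown at 25 °C; plate controls were DMSO-treated mutant yeast for no effect and medium wells lacking yeast for full effect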
CCR6 antagonist: antagonists of human CCR6 receptor; hit rate 0.49% among 340,000; P51684; CHO-K1 CCR6 PathHunter beta-arrestin, luminescence, CCL20-stimulated; AID 493098; inhibition, % at 20 µM;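 active = compounds whose inhibition of the agonist-driven luminescence signal at 20 µM reaches about 50%, limit read from the data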;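 also: cells stimulated with CCL20 at 14 nM final; plate controls were DMSO with CCL20 for no effect and DMSO without agonist for full effect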
Target sequence (P51684 whole entry, looked up): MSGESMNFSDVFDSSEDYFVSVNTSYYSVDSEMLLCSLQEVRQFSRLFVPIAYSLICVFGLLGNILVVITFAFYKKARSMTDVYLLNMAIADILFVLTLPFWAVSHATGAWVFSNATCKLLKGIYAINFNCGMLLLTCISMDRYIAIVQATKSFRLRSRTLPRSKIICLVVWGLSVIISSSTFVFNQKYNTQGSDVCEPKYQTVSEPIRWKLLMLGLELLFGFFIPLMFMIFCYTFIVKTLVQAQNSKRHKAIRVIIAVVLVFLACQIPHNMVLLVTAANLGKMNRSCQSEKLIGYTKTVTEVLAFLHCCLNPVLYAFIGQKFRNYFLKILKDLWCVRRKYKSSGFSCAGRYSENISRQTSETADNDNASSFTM
EBI2 block: EBI2 (human) antagonism | P32249 | EBI2 beta-arrestin recruitment, luminescence, 7a,25-OHC stimulated | inhibition, % at 5 µM | hit rate 0.81% among 360,000; in the data active = inhibition above about 38%;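 also: enzyme fragment complementation signal reports receptor beta-arrestin coupling in cells; 0% = agonist plus DMSO wells and 100% = wells without agonist; some results beyond the cut were filed as inactive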
CXCR6 block: inhibitors of human CXCR6 receptor | O00574 | CHO-K1 PathHunter CXCR6 beta-arrestin, luminescence | inhibition, % at 20 µM | hit rate 0.36% among 360,000 | AID 602244; in the data active = inhibition above about 34%, passing the limit was not always enough;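 also: antagonist mode with CXCL16 agonist at 10 nM final; 0% = 10 nM CXCL16 with DMSO and 100% = unstimulated wells without agonist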
Target sequence (O00574 whole entry, looked up): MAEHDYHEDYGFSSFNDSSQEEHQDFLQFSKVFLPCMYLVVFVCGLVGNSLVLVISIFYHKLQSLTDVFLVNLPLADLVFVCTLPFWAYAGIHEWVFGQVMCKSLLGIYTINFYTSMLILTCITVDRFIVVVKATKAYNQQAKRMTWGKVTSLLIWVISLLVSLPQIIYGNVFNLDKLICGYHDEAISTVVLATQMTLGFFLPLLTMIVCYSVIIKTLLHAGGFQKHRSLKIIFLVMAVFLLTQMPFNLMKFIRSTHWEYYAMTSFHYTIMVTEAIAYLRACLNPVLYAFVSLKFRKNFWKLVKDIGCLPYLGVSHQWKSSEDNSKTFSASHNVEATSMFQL
* hit, by the source's call; x = not tested or not shown; & = joins results of further samples. An excerpt; count on the stated rates, not on these rows.

SMILES	Mdm2 MdmX PPI	UPR CHOP act	APJ agonist	UPR XBP1 act	APJ antagonist	tim23-1 inh	CCR6 antagonist	EBI2 block	CXCR6 block
O=C(c1ccc(Cl)cc1Cl)N1CCN(c2ccccn2)CC1	-7	3.8	-4	-5	0	30	-13	0	16
CC(C[N+](C)(C)C)OC(=O)C1(c2ccccc2)CCCC1 (stereo unspecified)	15	2.2	-6	2	12	5	7	-3	7
NNC(=O)c1sccc1OCc1ccc(Cl)cc1	13	2.0	-1	-2	3	-79	-10	-14	5
Cc1ccc(C(=O)NNC(=S)NC(=O)c2ccc(Cl)cc2)cc1	42	0.9	-6	12	6	36	35	3	32
O=C(COC(=O)CCCOc1ccc(Cl)cc1Cl)Nc1cccc(Cl)c1	3	1.5	-3	-3	2	29	12	-6	4
CN1CCN(C(=O)c2cc(C(C)(C)C)cc(C(C)(C)C)c2)CC1	13	0.7	-3	-2	-3	4	-5	-2	5
O=C(CC1C(=O)NCCN1CCCc1ccccc1)NCCc1ccccc1F (stereo unspecified)	9	-0.6	-2	-2	1	29	4	-2	2
O=C(CSc1nccc(=O)[nH]1)NCc1ccco1	13	-0.6	-2	0	0	16	7	-5	-1
Cc1ccc(CCNC(=O)C2CCCN(c3nc4ccccc4o3)C2)cc1 (stereo unspecified)	11	-0.6	-1	-3	21	35	-7	11	2
COc1ccc2nc(NC(=O)c3ccc(NC(=O)C4CCCO4)cc3)sc2c1 (stereo unspecified)	2	2.0	4	1	1	16	2	2	-6
CCn1c(=N)n(CC(=O)C23CC4CC(CC(C4)C2)C3)c2ccccc21	30	-1.5	-2	-2	-9	28	0	28	-9
CC(NS(=O)(=O)c1ccc(Cl)cc1)C(=O)NCc1ccco1 (stereo unspecified)	2	0.7	-3	3	-13	-6	16	-7	10
Nc1ccccc1SC1CC(=O)N(c2ccc(Cl)c(Cl)c2)C1=O (stereo unspecified)	33	1.6	-1	-5	-7	8	1	-17	-16
O=C(NCC1(c2ccccc2)CCOCC1)c1cccs1	9	-1.0	0	-2	11	3	-2	-12	7
Cn1c(NC(=O)/C=C/c2c(F)cccc2Cl)cc(=O)n(C)c1=O	10	0.1	-1	-1	25	-1	9	0	-10
CCc1ccccc1NC1Nc2cc(C)nn2S1 (stereo unspecified)	6	-0.6	-1	-3	6	27	-9	-5	-7
Cc1ccc(-n2c3c(c(=O)[nH]c2=O)C(C(F)(F)F)(C(F)(F)F)NC(=O)N3)cc1	-10	-0.9	-3	1	10	-9	11	-6	3
COC(=O)c1nnn(-c2nonc2N)c1COc1ccc(C=O)cc1OC	30	-1.3	-1	-2	-1	8	8	-1	1
Cn1nc(C(=O)NC2CCCN(Cc3ccccc3F)C2)c2ccccc2c1=O (stereo unspecified)	-15	3.6	16	-4	-1	16	3	-3	-11
CCOC(=O)C(C(=O)OCC)N(C#N)c1nc(OC)nc(N(C)C)n1	13	-0.3	0	5	1	19	2	-8	7
COc1ccc(OC)c(NS(=O)(=O)Cc2ccccc2)c1	20	-1.3	-3	-1	6	-5	x	x	x
COCCNC(=O)C1CC(c2ccc([N+](=O)[O-])cc2)=NO1 (stereo unspecified)	-5	-0.3	7	0	-3	8	-10	-6	-4
O=C(NCc1ccc(OC(F)(F)F)cc1)C1CC2Cn3c(nc4ccccc43)C2N1Cc1ccccc1 (stereo unspecified)	25	-0.4	-1	-2	-10	13	7	-2	3
O=S(=O)(NCC1CCCO1)c1ccc(S(=O)(=O)N(Cc2ccc(F)cc2)C2CCCCC2)cc1 (stereo unspecified)	16	-1.0	1	2	1	-31	13	6	8
CCOc1ccc(NC(=O)COC(=O)C2CC2C)cc1 (stereo unspecified)	-42	2.2	0	4	16	3	6	-1	8

Next part:
SMILES	Mdm2 MdmX PPI	UPR CHOP act	APJ agonist	UPR XBP1 act	APJ antagonist	tim23-1 inh	CCR6 antagonist	EBI2 block	CXCR6 block
S=C(Nc1ccc2cn[nH]c2c1)Nc1ccc(Cl)cc1Cl	-14	-0.9	0	-6	3	38	7	2	0
COc1ccc2[nH]c(=O)c(CN(CC3CCCO3)S(=O)(=O)c3ccccc3)cc2c1 (stereo unspecified)	24	-0.2	-1	1	-17	17	4	-7	9
Cc1ccc(SCc2nnc(N)s2)cc1	-7	0.3	-2	4	15	10	-21	-2	-3
COc1cc(-c2nc(CN3CCN(CC(C)C)C(=O)[C@@H]3C)c(C)o2)ccc1F	2	-0.9	-1	-2	7	4	-12	4	9
COc1ccc(OC)c(S(=O)(=O)N2CCC(c3nc4ccccc4[nH]3)CC2)c1	0	-1.3	7	-4	-42	-8	7	-6	-9
COc1ccc(CCC(C)Nc2ccc(F)c(F)c2)cc1 (stereo unspecified)	-8	0.0	-1	-2	4	25	14	2	7
O=C(CSc1ccccc1)NNC(=O)c1ccncc1	9	-0.5	2	-2	13	-6	6	1	4
CCOC(=O)N1CCN(C2OC(=O)c3ccccc32)CC1 (stereo unspecified)	-19	0.3	-2	-2	-6	7	18	-6	5
CC(OC(=O)C1CCCC1)C(=O)Nc1ccc(C(N)=O)cc1 (stereo unspecified)	4	1.2	-4	-1	14	8	7	2	-6
O=C(OCC1CC(c2ccccc2)=NO1)c1ccco1 (stereo unspecified)	-8	2.9	-2	4	-8	0	3	-6	0
Cc1nnc(NC(=O)CN2CC(C)OC(C)C2)s1 (stereo unspecified)	-2	0.2	-3	4	-9	-8	-12	-8	0
Cc1cccc(C)c1NC(=S)NCCSc1ccc(Cl)cc1	31	-0.9	-2	2	15	17	24	9	4
CNC(=O)c1c(C)nc(SCC(=O)NCc2ccc(OC)cc2)c(C#N)c1-c1ccco1	9	0.0	-5	1	5	3	11	-9	0
CCOC(=O)C1(CCOC)CCN(C(=O)c2sccc2C)CC1	11	2.2	-2	-3	6	10	2	5	-2
CN(CC(=O)NCc1ccccn1)S(=O)(=O)c1ccc(Cl)cc1	3	-2.6	0	2	6	-8	-7	2	1
Nc1ccc(N=Nc2ccccc2)c2cccnc12	-46	4.5	-7	15	31	59*	36	20	20
CCO[C@@H]1OC(C(=O)N2CCN(Cc3ccc4c(c3)OCO4)CC2)=C[C@H](c2csc3ccccc23)[C@H]1CCCO	22	0.9	-1	-2	10	-8	23	34	12
COc1ccc(CC(=O)OCC(=O)Nc2ccc3c(c2)OCO3)cc1	-5	1.2	-4	3	-8	8	-6	-5	6
CC(/C=N/n1cnnc1)=C\c1ccccc1	21	-0.4	-3	2	-5	-4	-10	-2	-6
Cc1cc(C(=O)Nc2ccc3c(c2)CCC3)ccc1[N+](=O)[O-]	-122	6.1	-3	1	-11	13	12	8	-9
Brc1ccc(N=C/C=C/C=C/Nc2ccc(Br)cc2)cc1	-7	-0.6	4	1	-1	10	1	-1	-8
CCC(=O)Nc1ccc(Cl)c(NC(=O)c2ccc([N+](=O)[O-])cc2)c1	0	-2.4	-1	1	-1	-7	-11	-6	-14
Cc1ccccc1C(=O)N1CCN(c2ccc(NC(=O)c3ccc([N+](=O)[O-])o3)cc2)CC1	72*	40	4	-1	-40	24	-2	12	-20
Cc1cccc2c(N=Nc3ccccc3)c(O)[nH]c12	-55	3.2	-4	-1	-23	13	9	13	-4
COCCNC(=O)c1cc(-c2ccc(OC)c(OC)c2)on1	-4	1.2	0	0	30	-11	4	-6	8

Part of the list above, with bars between the fields:
SMILES | Mdm2 MdmX PPI | UPR CHOP act | APJ agonist | UPR XBP1 act | APJ antagonist | tim23-1 inh | CCR6 antagonist | EBI2 block | CXCR6 block
Cc1cccc(C)c1NC(=S)NCCSc1ccc(Cl)cc1 | 31 | -0.9 | -2 | 2 | 15 | 17 | 24 | 9 | 4
CNC(=O)c1c(C)nc(SCC(=O)NCc2ccc(OC)cc2)c(C#N)c1-c1ccco1 | 9 | 0.0 | -5 | 1 | 5 | 3 | 11 | -9 | 0
CCOC(=O)C1(CCOC)CCN(C(=O)c2sccc2C)CC1 | 11 | 2.2 | -2 | -3 | 6 | 10 | 2 | 5 | -2
CN(CC(=O)NCc1ccccn1)S(=O)(=O)c1ccc(Cl)cc1 | 3 | -2.6 | 0 | 2 | 6 | -8 | -7 | 2 | 1
Nc1ccc(N=Nc2ccccc2)c2cccnc12 | -46 | 4.5 | -7 | 15 | 31 | 59* | 36 | 20 | 20
CCO[C@@H]1OC(C(=O)N2CCN(Cc3ccc4c(c3)OCO4)CC2)=C[C@H](c2csc3ccccc23)[C@H]1CCCO | 22 | 0.9 | -1 | -2 | 10 | -8 | 23 | 34 | 12
COc1ccc(CC(=O)OCC(=O)Nc2ccc3c(c2)OCO3)cc1 | -5 | 1.2 | -4 | 3 | -8 | 8 | -6 | -5 | 6
CC(/C=N/n1cnnc1)=C\c1ccccc1 | 21 | -0.4 | -3 | 2 | -5 | -4 | -10 | -2 | -6
Cc1cc(C(=O)Nc2ccc3c(c2)CCC3)ccc1[N+](=O)[O-] | -122 | 6.1 | -3 | 1 | -11 | 13 | 12 | 8 | -9
Brc1ccc(N=C/C=C/C=C/Nc2ccc(Br)cc2)cc1 | -7 | -0.6 | 4 | 1 | -1 | 10 | 1 | -1 | -8
CCC(=O)Nc1ccc(Cl)c(NC(=O)c2ccc([N+](=O)[O-])cc2)c1 | 0 | -2.4 | -1 | 1 | -1 | -7 | -11 | -6 | -14
Cc1ccccc1C(=O)N1CCN(c2ccc(NC(=O)c3ccc([N+](=O)[O-])o3)cc2)CC1 | 72* | 40 | 4 | -1 | -40 | 24 | -2 | 12 | -20
Cc1cccc2c(N=Nc3ccccc3)c(O)[nH]c12 | -55 | 3.2 | -4 | -1 | -23 | 13 | 9 | 13 | -4
COCCNC(=O)c1cc(-c2ccc(OC)c(OC)c2)on1 | -4 | 1.2 | 0 | 0 | 30 | -11 | 4 | -6 | 8

The listing continues.
SMILES	Mdm2 MdmX PPI	UPR CHOP act	APJ agonist	UPR XBP1 act	APJ antagonist	tim23-1 inh	CCR6 antagonist	EBI2 block	CXCR6 block
COc1cccc(N2CCN(C(=O)CCNS(=O)(=O)c3ccc4c(c3)c(=O)n(C)c(=O)n4C)CC2)c1	18	3.1	-3	0	30	-4	-4	0	1
CC1(CCC(=O)N2CCCC(N3CCN(c4ccc(F)cc4)CC3)C2)CC1 (stereo unspecified)	38	-0.6	2	-6	5	8	8	5	6
CCOc1cc2c3c(c1)C1(Nc4ccccc4S1)C(=O)N3C(C)(C)CC2C (stereo unspecified)	3	0.7	-1	-3	-4	46	3	9	6
O=C1c2ccccc2C(=O)N1C/C=C/c1ccccc1	-5	3.2	-1	4	10	4	2	2	5
O=C(NC1CC1)C1=C[C@H](C2CC2)C[C@H](OCCCCO)O1	12	-1.2	-6	0	10	-1	7	-9	-4
Cc1ccc(NC(=O)CN2CC(C)SC2=NC2CCCCC2)cc1 (stereo unspecified)	4	-0.2	-3	-4	11	17	21&10	-7&-1	11&18
